Assay outcomes: PubChem, National Center for Advancing Translational Sciences (NCATS)
PTHR1 ag – activates the human parathyroid hormone receptor PTHR1; Q03431; HEK293 GP2 PTHR1 cells, GloSensor cAMP luminescence, 1 h; Potency, µM (highest dose often 115 µM), without a hit: top-dose activation, usual class: activators; actives 0.075% (n = 410,000); further: potency means the concentration at half of the fitted maximal effect; nearly all actives have a fitted effect of over 55% in size; some results filed as inactive show a strong effect at the top dose; inactives centre near -15; many of its hits are not listed in these tables
Target sequence (Q03431 whole entry, looked up): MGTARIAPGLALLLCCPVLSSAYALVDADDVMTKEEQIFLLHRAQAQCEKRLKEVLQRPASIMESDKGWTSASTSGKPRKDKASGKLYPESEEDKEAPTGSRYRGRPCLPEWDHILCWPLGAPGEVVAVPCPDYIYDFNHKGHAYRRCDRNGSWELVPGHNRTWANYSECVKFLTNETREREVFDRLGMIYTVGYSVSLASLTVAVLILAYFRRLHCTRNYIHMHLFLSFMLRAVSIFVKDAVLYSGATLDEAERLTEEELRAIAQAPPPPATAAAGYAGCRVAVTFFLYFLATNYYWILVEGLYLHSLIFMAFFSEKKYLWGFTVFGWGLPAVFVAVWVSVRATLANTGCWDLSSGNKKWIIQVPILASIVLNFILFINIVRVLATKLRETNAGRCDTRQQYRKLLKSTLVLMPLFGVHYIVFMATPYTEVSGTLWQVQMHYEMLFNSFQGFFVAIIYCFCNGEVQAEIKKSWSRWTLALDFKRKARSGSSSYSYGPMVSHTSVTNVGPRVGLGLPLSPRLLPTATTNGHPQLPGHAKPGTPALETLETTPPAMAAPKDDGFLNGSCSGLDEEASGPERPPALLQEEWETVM
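HEK-293-derived GP2 cells expressing PTHR1 and a GloSensor cAMP reporter, 3,000/well, plated overnight, given luciferin plus IBMX (each 0.5 mM as added) for 1 h at 37 °C, then compound for 1 h at 37 °C. Luminescence was read after 15 min at room temperature.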
GLP-1R inv ag – inverse agonists of human GLP-1 receptor; P43220; HEK293 GLP-1R CRE-luciferase, luminescence, 24 h; GLP-1R form is constitutively active; Potency, µM (doses to about 38.3 µM), inactives show at the top dose activity change, negative = inhibition, usual class: inhibitors; actives 1.6% (n = 410,000); further: potency means the concentration at half of the fitted maximal effect; on the % scale 0 is the no-effect control and ±100 the full control effect; nearly all actives have a fitted effect of over 55% in size
Target sequence (P43220 whole entry, looked up): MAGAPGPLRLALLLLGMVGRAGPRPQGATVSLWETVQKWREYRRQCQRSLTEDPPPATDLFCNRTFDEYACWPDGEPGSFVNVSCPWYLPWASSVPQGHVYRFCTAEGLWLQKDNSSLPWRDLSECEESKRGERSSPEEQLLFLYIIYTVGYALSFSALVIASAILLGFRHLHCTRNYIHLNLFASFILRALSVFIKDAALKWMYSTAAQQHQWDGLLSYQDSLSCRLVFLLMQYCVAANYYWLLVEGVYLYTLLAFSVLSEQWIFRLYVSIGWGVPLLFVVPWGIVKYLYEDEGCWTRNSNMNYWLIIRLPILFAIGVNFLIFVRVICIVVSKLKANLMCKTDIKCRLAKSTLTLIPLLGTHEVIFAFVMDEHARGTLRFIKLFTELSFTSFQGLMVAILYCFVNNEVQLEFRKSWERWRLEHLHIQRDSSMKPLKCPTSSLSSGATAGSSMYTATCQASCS
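Readout was luciferase luminescence, measured 12 min after detection reagent at room temperature. Beforehand, GLP-1R reporter HEK293 cells had sat 12 h, then received compounds for 24 hr at 37 deg C.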
HEK293 tox – cytotoxicity in counter-screen for GLP-1R inverse agonists; HEK293 cAMP-luciferase reporter cells, luminescence, 24 h; Potency, µM (top dose mostly 38.3 µM), inactives show at the highest dose activity change, negative = inhibition, usual class: inhibitors; actives 0.13% (n = 410,000); AID 624418;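 further: loss of luciferase light is scored as toxicity; potency means the concentration at half of the fitted maximal effect; on the % scale 0 is the no-effect control and ±100 the full control effect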
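Here, cytotoxicity is scored as loss of luminescence. The MLSMR collection was tested on cells seeded in medium containing 10% Nu serum, with a 24 hr compound exposure preceded by 12 hours of culture.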
GLP-1R agonist – activates the human GLP-1 receptor; P43220; Potency, µM (highest dose often 45.6 µM), inactives show at the highest dose activation, usual class: activators; actives 0.007% (n = 380,000); HEK293 GLP-1R CRE-luciferase, luminescence, 4-6 h; cells express a hypersensitive GLP-1R form; further: potency means the concentration at half of the fitted maximal effect; % of control where 0% means no effect
TDP-43 yeast inh – inhibitors of TDP-43 toxicity in yeast. TDP-43 expressing yeast growth rescue, BacTiter-Glo, 24 h. Potency, µM (highest dose often 46.1 µM), for inactives: at the highest dose growth rescue (activation), actives largely listed as activators. actives 1.8% (n = 410,000). AID 652104; further: potency means the concentration at half of the fitted maximal effect; % of control where 0% means no effect; nearly all actives have a fitted effect of over 50% in size
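Luminescence from BacTiter-Glo reports growth of TDP-43-expressing yeast after 24 hr at 30 deg C with compound. Cells were raffinose-pregrown to mid-log, then seeded in galactose medium at OD600=0.02.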
aSyn yeast inh – inhibitors of alpha-synuclein toxicity in yeast; Potency, µM (series often up to 46.1 µM), for inactives: at the highest dose growth rescue (activation), hits mostly activators; Yeast expressing alpha-synuclein, growth rescue, BacTiter-Glo, 24 h; AID 652106; actives 0.14% (n = 370,000); further: potency means the concentration at half of the fitted maximal effect; % of control where 0% means no effect; nearly all actives have a fitted effect of over 65% in size
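Readout is rescue of growth in alpha-synuclein-expressing yeast, so inhibitors of toxicity appear as activators. Growth after 24 hr at 30 deg C in galactose medium is quantified by luminescence.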
KB-V1 cytotox – kills drug-selected multidrug resistant KB-V1 cells; KB-V1 MDR cells viability, CellTiter-Glo, 72 h; Potency, µM (top dose mostly 46.1 µM), for inactives: at the top dose activity change, negative = cytotoxicity, most hits filed as cytotoxic; actives 3.4% (n = 400,000); further: potency means the concentration at half of the fitted maximal effect; on the % scale 0 is the no-effect control and ±100 the full control effect; nearly all actives have a fitted effect of over 60% in size
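qHTS viability screen in drug-selected KB-V1 MDR cells: 72 h compound treatment at 37 degrees C, ATP luminescence end point.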
DRD3 antagonist – antagonists of human D3 dopamine receptor; max response, negative = inhibition, %; D3R cells, DiscoveRx beta-arrestin luminescence, antagonist mode; hits give low values; actives 2.5% (n = 360,000); P35462; in the data active means max response below about -50%; inconclusive means no clear call, values can overlap the other calls; further: on the % scale 0 is the no-effect control and ±100 the full control effect; mostly tested at two doses, the higher about 12 µM
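Cells plated overnight at 1500 cells/well, then exposed to library compounds with dopamine controls for 90 minutes at 37 degrees C. DiscoveRx reagent added for 30–60 minutes at room temperature; luminescence read, quantitative HTS format.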
DRD3 agonist – D3 dopamine receptor (human) agonism | max activation, % | AID 652048 | D3R DiscoveRx beta-arrestin cells, luminescence, 90 min | actives 0.58% (n = 410,000) | P35462; in the data active means max activation above about 30%; further: 0% is about no effect; mostly tested at two doses, the higher about 12 µM
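Cells at 1500/well, incubated overnight, then treated with pinned compounds (dopamine as control) for 90 min at 37 degrees C. DiscoveRx reagent added for 30 - 60 minutes at room temperature; luminescence read.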
Starred values were filed as active, the others as inactive; i = inactive; ? = inconclusive; . = not tested or not shown; & = joins results of further samples; [ ] = another dose, or the depositor's remark. Unless noted, the call rests on the fitted dose curve; in most records, active means well fitted curve in the direction sought with a large enough effect; inconclusive means small, poorly fitted or top-dose-only effect, or another doubt; inactive means no such curve, though single readings can be large; an effect the other way counts as inactive or inconclusive. This is a subset (hit frequency here may not be typical).

SMILES	PTHR1 ag	GLP-1R inv ag	HEK293 tox	GLP-1R agonist	TDP-43 yeast inh	aSyn yeast inh	KB-V1 cytotox	DRD3 antagonist	DRD3 agonist
O=C(NCc1ccccc1)c1cccc2c1C(=O)c1ccc(/C=C/c3ccccc3)cc1S2(=O)=O	-7%	-12%	-24%	-4%	0%	0%	9%	1	5
COc1ccc2c(Cl)c(C(=O)NCCc3ccc(S(N)(=O)=O)cc3)sc2c1	-8%	10%	-1%	-10%	-13%	6%	?	-11	9
O=C(O)c1cccc2c(-c3ccccc3)c(-c3ccccc3)[nH]c12	-14%	-24%	-3%	0%	9%	12%	?	-9	-1
O=C(N/N=C\c1cc(Br)c(Br)o1)C1COc2ccccc2O1 (stereo not given)	i	?	-10%	6%	11µM*	14%	15%	10	6
COc1ccc(CCNS(=O)(=O)c2cccc(C(=O)O)c2)cc1OC	0%[57.5 µM]	1%	4%	-12%	0%	-10%	11%	1	4
Cc1ccc(NC(=O)CS(=O)(=O)c2cn(C)c3ccccc23)c(C)c1	i	9%	3%	5%	22%	10%	9%	-10	2
CCCn1c(N)c(C(=O)COC(=O)c2c(C)noc2C)c(=O)n(C)c1=O	i	28%	3%	5%	-4%	-1%	-13%	-7	2
COc1cc(C)nc(OCCNC(=O)COc2ccc(Cl)cc2C)n1	i	-16%	-19%	19%	?	15%	0%	?	-3
c1nnc2c3c4c(sc3ncn12)CCC4	13%[57.5 µM]	-21%	-4%	-22%	-7%	2%	-4%	-11	4
Cc1ccc(N(C(=O)CCl)C(C(=O)NC2CCCCC2)c2cccnc2)cc1C (stereo not given)	-40%	?	-8%	-9%	0%	10%	3.7µM*	?	-13
O=C(NCc1ccc2c(c1)OCO2)c1nnc(Cc2ccc(Cl)cc2)o1	-21%	13%	-9%	3%	10%	-8%	-2%	-3	6
COc1ccccc1N1CCN(/N=C/c2cccc(Cl)c2)CC1	-10%	?	-1%	-10%	?	-11%	-22%	-4	3
CCCCS(=O)(=O)N1CCCC(C(=O)Oc2ccccc2OC)C1 (stereo not given)	-18%	?	3%	-1%	-8%	3%	-2%	17	1
CNC(=O)c1ccc(-c2sc3nc(N4CCOCC4)c4c(c3c2N)CCCC4)o1	i	0%	.	14%	22µM*	-8%	?	70	10
N#CCC(=O)N/N=C\c1cccc(OC/C=C/c2ccccc2)c1	i	3.2µM*	2%	0%	2%	15%	?	7	3
Cc1ccc(CN(C(=O)CNC(=O)c2cccs2)C(C(=O)NCC2CCCO2)c2ccccc2)cc1 (stereo not given)	i	?	1%	11%	3%	-1%	?	22	3
Cc1cc(=O)oc2cc(NC(=O)c3cc([N+](=O)[O-])ccc3N3CCOCC3)ccc12	-19%	1%	-8%	14%	10%	4%	?	-4	-4
CC1(C)OC2CC3C4CC=C5CC(O)CCC5(C)C4CCC3(C)C2(C(=O)CO)O1 (stereo not given)	i	49%[activator]	7%	4%	0%	12%	-2%	6	1
COc1cccc(NC(=O)CSc2nc(C)c(Cc3ccccc3)c(=O)[nH]2)c1	-31%[inhibitor]	-13%	0%	.	?	.	.	.	9
CCCC1(CCC)NC(=O)N(CC(=O)N2CCN(C(=O)c3ccco3)CC2)C1=O	-6%[57.5 µM]	5%	-3%	0%	-14%	-12%	9%	2	0
CCOc1cc(/C=N/NC(=O)c2nnn(-c3nonc3N)c2C)ccc1OCc1cccc(F)c1	-21%	-1%	7%	-4%	3%	-7%	?	2	-4
CCCN(C)C1CN(Cc2cn(Cc3cccc(C(F)(F)F)c3)nn2)S(=O)(=O)C1 (stereo not given)	-5%	9%	4%	5%	-5%	-4%	?	-25	0
Nc1cc(S(=O)(=O)Nc2ccccc2Cl)ccc1N1CCCCC1	-15%	?	19%	2%	-93%[inhibitor]	?	?	2	13
Cc1ccccc1C(=O)NC(CC(C)C)C(=O)NCC(C)(C)N1CCOCC1 (stereo not given)	i	22%	-1%	1%	3%	1%	23µM*	-9	-4
O=C(COC(=O)C1CC1)Nc1ccc(Oc2ccccc2)cc1	-13%[57.5 µM]	?	-7%	12%	29%	18%	?	-23	-4
Cc1nn(CC(=O)NCCCc2ccccc2)c(=O)c2cccn12	-24%	-29%	-2%	-1%	14%	1%	0%	17	-3
COc1ccc(NC(=O)C2CCN(c3ccc(Sc4ccc(C)cc4)nn3)CC2)cc1	i	10%	-2%	0%	21%	.	12%	.	5
CCOc1ccc(CN(C)C(=O)[C@H](C)NC(=O)c2ccco2)cc1OC	-16%	16%	5%	-2%	18%	-6%	-21%	-4	0
COc1ccc(CNC(=O)C(=O)NCC(c2cccnc2)N2CCN(c3ccccc3)CC2)cc1 (stereo not given)	i	-11%	-9%	.	24%	.	-21%	.	3
Cc1noc(NS(=O)(=O)c2ccc(NC(=O)C34CCC(CC3)C4)cc2)c1C	15%[57.5 µM]	-1%	5%	0%	-1%	1%	3%	-19	-5
CN(CC(=O)Nc1cccc(F)c1)C(=O)c1ccc(N2CCCC2)c([N+](=O)[O-])c1	-10%	?	-24%	16%	4%	5%	-13%	-6	-17
CC1=NN(C(C#N)c2c(C)nn(Cc3ccccc3)c2C)C(C)(C)C1 (stereo not given)	i	4%	6%	10%	16%	0%	-12%	20	3
O=C(O)CC(c1cccc(O)c1)N1Cc2ccccc2C1=O (stereo not given)	i	-6%	4%	-2%	17%	-6%	16%	-12	-2
COc1ccccc1OCCn1cc(C#N)c2ccccc21	-5%[57.5 µM]	-21%	-6%	18%	13%	13%	-12%	4	0
CCCCNC(=O)CCC(=O)NNc1nc2ccccc2c2nc(C)nn12	-5%&-14%	0%&23%	-6%&15%	0%&0%	18%&-1%	-6%	4%&16%	21	-3&-5
c1ccc(-n2ncc3c(NCc4ccc5c(c4)OCO5)ncnc32)cc1	-4%	17%	0%	8%	-1%	0%	21µM*	-17	14

Reprinted from the part before: 3 compounds; new compounds follow.
SMILES	PTHR1 ag	GLP-1R inv ag	HEK293 tox	GLP-1R agonist	TDP-43 yeast inh	aSyn yeast inh	KB-V1 cytotox	DRD3 antagonist	DRD3 agonist
COc1ccccc1OCCn1cc(C#N)c2ccccc21	-5%[57.5 µM]	-21%	-6%	18%	13%	13%	-12%	4	0
CCCCNC(=O)CCC(=O)NNc1nc2ccccc2c2nc(C)nn12	-5%&-14%	0%&23%	-6%&15%	0%&0%	18%&-1%	-6%	4%&16%	21	-3&-5
c1ccc(-n2ncc3c(NCc4ccc5c(c4)OCO5)ncnc32)cc1	-4%	17%	0%	8%	-1%	0%	21µM*	-17	14
CCOc1nc(Nc2ccc(OC)cc2)nc(OCC)n1	i	7%	13%	18%	22%	-4%	-10%	-4	-1
COCCNC(=O)c1ccc(NC(=O)N2CCCCc3ccccc32)cc1	-25%	6%	-12%	.	15%	.	-3%	.	3
Clc1ccc(OCc2nnnn2-c2ccccc2)cc1	i	?	-3%	-2%	13µM*	4%	-10%	-3	-12
O=C1C2CCCN2C(c2cccc(Br)c2)N1c1ccc(F)cc1 (stereo not given)	-25%	-1%	0%	4%	2%	0%	15%	-20	-14
O=c1cc(CNc2cc(Cl)ccc2Cl)nc2sccn12	i	?	0%	15%	?	?	-26%	6	14
Cc1ccc(-n2ncc3c(=O)[nH]c(SCC(=O)NCC4CCCO4)nc32)cc1 (stereo not given)	?	10%	0%	-9%	0%	1%	?	-19	2
Cc1cc(C)n(-c2ccc(C(=O)OCC(=O)Nc3ccc(S(N)(=O)=O)cc3)cc2)n1	i	1%	-5%	-1%	0%	0%	12%	0	-4
O=C(NCC1CCCO1)Nc1ccc2c(c1)OCO2 (stereo not given)	-16%	8%	-32%	-5%	4%	4%	13%	5	-3
NC(=O)c1ccc(NC(=O)COC(=O)CCN=C2NS(=O)(=O)c3ccccc32)cc1	i	10%	-22%	-6%	9%	-1%	2%	0	2
Cc1ccc2[nH]nc(C(=O)N3CCCC(C(=O)c4ccc(Cl)cc4)C3)c2c1 (stereo not given)	-16%	?	-23%	12%	3%	11%	?	33	34*
O=C(CC1C(=O)NCCN1Cc1ccc(-c2ccccc2)cc1)NCCOc1cccnc1 (stereo not given)	-45%[inhibitor]	-12%	4%	-2%	6%	-1%	?	-2	0
O=C(COC(=O)CCc1nc2ccccc2n1-c1ccccc1)Nc1ccc(N2CCCCC2)cc1	-7%	21%	9%	6%	-8%	2%	12%	-12	9
N#Cc1ccccc1S(=O)(=O)N1CCN(CC(=O)Nc2ccnn2C2CCCC2)CC1	i	11%	9%	-4%	-4%	7%	-25%	18	3
Cc1cc(Nc2cccc(Cl)c2C)n2ncnc2n1	i	5%	5%	13%	13%	4%	1%	4	5
COc1ccc(CCNC(=O)C2c3ccccc3C(=O)N2Cc2ccccc2)cc1OC (stereo not given)	-24%	-20%	-5%	.	16%	.	.	.	5
CC1(C(=O)O)CCC(C(=O)NCCc2ccccc2)C1(C)C (stereo not given)	i	0%	0%	-4%	-19%	8%	?	10	1
Cc1nnc(SC(C)C(=O)Nc2ccc(S(=O)(=O)N3CCCCCC3)cc2)s1 (stereo not given)	-6%[57.5 µM]	0%	2%	-6%	6%	6%	16µM*	?	-7
Cc1ccc(OCC(=O)NC(=S)Nc2cccc(NC(=O)c3ccccc3)c2)cc1	-40%[inhibitor]	9%	-2%	0%	12%	-1%	-12%	-21	10
O=C(COC(=O)Cc1ccsc1)Nc1ccc(Br)cc1	i	-3%	3%	-1%	27%	-1%	?	-5	-3
